CXCR6 block: CXCR6 receptor inhibitors, primary screen, cell-based, beta-arrestin, luminescence, CHO-K1 PathHunter, 1536-well; C-X-C chemokine receptor type 6 (Homo sapiens), O00574; inhibition, % at 20 µM; 360,000 compounds, 0.36% hits; in the data active = inhibition above about 34%, passing the limit was not always enough;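 also: antagonist mode with CXCL16 agonist at 10 nM final; 0% = 10 nM CXCL16 with DMSO and 100% = unstimulated wells without agonist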
ATG4B inh: ATG4B protease inhibitors, primary screen, biochemical, fluorescence, uHTS. AID 504462, 2011. 340,000 compounds, 0.51% hits. ATG4B cleavage of LC3-PLA2, NBD-HPC fluorescence, 1 h. inhibition, % at 8.33 µM. Cysteine protease ATG4B (Homo sapiens), Q9Y4P1; in the data active = inhibition above about 40%
CCR6 antag: CCR6 receptor antagonists, primary screen, cell-based, CHO-K1, luminescence, beta-arrestin, uHTS; C-C chemokine receptor type 6 (Homo sapiens), P51684; CHO-K1 CCR6 PathHunter beta-arrestin, CCL20-stimulated; inhibition, % at 20 µM; 340,000 compounds, 0.49% hits;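 active = compounds whose inhibition of the agonist-driven luminescence signal at 20 µM reaches about 50%, limit read from the data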;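 also: cells stimulated with CCL20 at 14 nM final; plate controls were DMSO with CCL20 for no effect and DMSO without agonist for full effect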
Target sequence (P51684 whole entry, looked up): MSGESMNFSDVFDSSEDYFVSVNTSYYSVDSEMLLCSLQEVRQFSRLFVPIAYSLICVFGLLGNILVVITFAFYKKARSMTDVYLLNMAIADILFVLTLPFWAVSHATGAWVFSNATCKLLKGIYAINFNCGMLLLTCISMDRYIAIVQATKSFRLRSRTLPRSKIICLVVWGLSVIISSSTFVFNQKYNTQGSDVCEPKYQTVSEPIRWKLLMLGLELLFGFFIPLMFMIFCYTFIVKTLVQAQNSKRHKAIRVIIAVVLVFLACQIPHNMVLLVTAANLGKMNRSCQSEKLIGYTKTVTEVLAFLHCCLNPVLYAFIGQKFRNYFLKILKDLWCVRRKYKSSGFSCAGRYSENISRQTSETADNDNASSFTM
APJ antagonist: antagonists of human apelin receptor APJ, primary screen, CHO-K1 cells, beta-arrestin complementation, luminescence | P35414 | inhibition, % at 20 µM | 330,000 compounds, 0.32% hits | AID 2521, 2010;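 active = inhibition above about 40% at 20 µM, limit read from the data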;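 also: cells challenged with 10 nM apelin-13 agonist together with compound; plate controls were apelin-13 plus DMSO wells for no effect and DMSO wells lacking apelin-13 for full effect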
Gli-Sufu antag: Gli-Sufu pathway antagonists, primary screen, luciferase luminescence, Sufu-KO-LIGHT cells, uHTS; inhibition, % at 5 µM; AID 588413, 2011; 340,000 compounds, 0.74% hits; Sufu-KO-LIGHT fibroblasts, Gli luciferase reporter luminescence;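 active = inhibition above about 55%, limit read from the data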;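 also: 0% = DMSO-treated cells and 100% = wells with medium but no cells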
EBI2 block: EBI2 receptor antagonists, beta-arrestin recruitment, primary screen, cell-based, luminescence, 7a,25-OHC stimulation, uHTS; G-protein coupled receptor 183 (Homo sapiens), P32249; AID 651636, 2012; inhibition, % at 5 µM; 360,000 compounds, 0.81% hits; 7a,25-OHC stimulated; in the data active = inhibition above about 38%;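 also: enzyme fragment complementation signal reports receptor beta-arrestin coupling in cells; 0% = agonist plus DMSO wells and 100% = wells without agonist; some results beyond the cut were filed as inactive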
Target sequence (P32249 whole entry, looked up, the tested form may be a part): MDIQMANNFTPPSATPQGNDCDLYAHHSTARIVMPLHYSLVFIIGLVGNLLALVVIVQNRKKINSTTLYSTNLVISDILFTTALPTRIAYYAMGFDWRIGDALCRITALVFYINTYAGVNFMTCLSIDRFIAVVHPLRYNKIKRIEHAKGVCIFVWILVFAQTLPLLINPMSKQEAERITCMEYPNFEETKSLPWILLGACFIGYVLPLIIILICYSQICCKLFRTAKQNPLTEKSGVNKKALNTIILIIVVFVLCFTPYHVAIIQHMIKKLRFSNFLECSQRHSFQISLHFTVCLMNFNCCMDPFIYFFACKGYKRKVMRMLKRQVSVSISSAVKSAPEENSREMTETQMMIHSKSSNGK
UBC13 inh: UBC13 polyubiquitin chain formation inhibitors, primary screen, biochemical, TR-FRET, uHTS; inhibition, % at 20 µM; 330,000 compounds, 0.47% hits; AID 485273, 2010; Ubiquitin-conjugating enzyme E2 N (Homo sapiens), P61088; in the data active = inhibition above about 45%, passing the limit was not always enough
Target sequence (P61088 whole entry, looked up): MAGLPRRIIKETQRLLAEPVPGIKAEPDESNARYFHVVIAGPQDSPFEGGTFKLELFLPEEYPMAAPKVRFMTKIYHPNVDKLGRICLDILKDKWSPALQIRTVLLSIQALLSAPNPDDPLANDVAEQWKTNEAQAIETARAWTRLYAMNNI
APJ ag: agonists of human apelin receptor APJ, primary screen, CHO-K1 cells, PathHunter beta-arrestin, luminescence. activation, % at 20 µM. 0% DMSO wells, 100% apelin. 330,000 compounds, 0.11% hits;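 active = activation more than six SD over the plate average, tested at 20 µM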;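 also: 0% = DMSO alone and 100% = apelin-13 at 10 nM; some results filed as inactive read as strong as hits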
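Incubation: overnight seeding, 90 min compound at 25 °C, 1 h detection; test system: PathHunter CHO-K1 APJ (AGTRL-1) beta-arrestin reporter cells; amount: 1000 cells/well; doses: one dose, 20 µM compound, 1% DMSO; measured by: beta-gal luminescence; measure: agonist-driven arrestin binding to APJ; benchmarks: negative DMSO alone, positive Apelin-13 at 10 nM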
* hit, by the source's call; / = no result given.

A first look:
SMILES | CXCR6 block | ATG4B inh | CCR6 antag | APJ antagonist | Gli-Sufu antag | EBI2 block | UBC13 inh | APJ ag
O=C(N/N=C/c1cccs1)C1COc2ccccc2O1 (stereo not drawn) | 2 | -9 | -2 | -8 | -6 | 9 | -9 | 5
O=C(Nc1ccc2c(c1)OCCO2)c1ccc(NC(=O)C2CCCO2)cc1 (stereo not drawn) | -6 | 6 | 11 | 11 | 6 | 4 | -4 | 5

All compounds of this part, previewed entries included:
SMILES | CXCR6 block | ATG4B inh | CCR6 antag | APJ antagonist | Gli-Sufu antag | EBI2 block | UBC13 inh | APJ ag
O=C(N/N=C/c1cccs1)C1COc2ccccc2O1 (stereo not drawn) | 2 | -9 | -2 | -8 | -6 | 9 | -9 | 5
O=C(Nc1ccc2c(c1)OCCO2)c1ccc(NC(=O)C2CCCO2)cc1 (stereo not drawn) | -6 | 6 | 11 | 11 | 6 | 4 | -4 | 5
CC(OC(=O)/C=C/c1cccs1)C(=O)NC1CCCCC1C (stereo not drawn) | 3 | -7 | 3 | -10 | 5 | 13 | 2 | 8
Cc1cccc(CSc2nn3c(=O)c(C)nnc3s2)c1 | -2 | 4 | -2 | 30 | 9 | -9 | 16 | -1
CC(C)S(=O)(=O)c1csc(NC(=O)Nc2cc(Cl)ccc2Cl)c1Cl | -13 | -21 | 8 | 17 | 6 | -14 | -5 | 5
Cc1cc(=O)oc2cc(NC(=O)CCOc3ccccc3)ccc12 | 11 | 6 | 11 | 13 | -14 | 0 | 1 | 1
CCSc1nsc(NC(=O)Nc2cccc(F)c2)n1 | -17 | 6 | 7 | -14 | 42 | -24 | 8 | 6
Cc1cc(C)c2c(CN3CCN(Cc4ccc5c(c4)OCO5)CC3)cc(=O)oc2c1 | -2 | -6 | 26 | -8 | 4 | 8 | 0 | -2
O=C(CSc1nnc(CN2CCCCC2)n1-c1ccccc1)c1ccc2c(c1)OCO2 | 4 | 4 | 18 | 2 | 46 | 2 | -4 | 0
Cn1cccc1C(=O)OCc1cc(-c2ccco2)on1 | -1 | -3 | 6 | -6 | -38 | -12 | -14 | -5
Cc1cc(C)c(OCC(=O)NCC(c2ccco2)N2CCCCC2)c(C)c1 (stereo not drawn) | 5 | -6 | 18 | 5 | 26 | 5 | -2 | -4
CC(C)(C)N/C=C(\C#N)S(=O)(=O)c1ccc(Br)cc1 | -1 | -3 | 15 | 19 | 4 | -4 | 7 | -1
CCCCCC(=O)Nc1cc(S(=O)(=O)N2CCOCC2)ccc1Oc1ccc(OCC)cc1 | 2 | 5 | 12 | 5 | -7 | 18 | -5 | 3
COc1ccc(CNC(=O)CCNC(=O)N2CCn3c2nc2ccccc23)cc1 | -2 | 1 | 14 | 3 | -13 | 10 | 2 | 0
Cc1nnc(NC(=O)CSc2ncn(-c3ccccc3)n2)s1 | -2 | -2 | 0 | 1 | -4 | 2 | -25 | -3
CCCCSCCCNC(=S)Nc1ccccc1C | 4 | 9 | 10 | 26 | 3 | 1 | 3 | -1
Cc1cc(O)c(C(C)C)cc1NC1=NS(=O)(=O)c2ccccc21 | -5 | -2 | 13 | 0 | 2 | -3 | 7 | -4
CCCC12CN3CC(C)(CN(C1)C3c1ccco1)C2=O (stereo not drawn) | -3 | 1 | -3 | 20 | -1 | -8 | 2 | -3
O=C1NNC(=O)C1c1ccccc1 | -6 | -5 | 1 | 17 | 0 | 7 | 2 | -1
COc1ccc(NC(=O)c2cccc(-n3cnnn3)c2)cc1 | 1 | -12 | 7 | 4 | 3 | 4 | -6 | -1
Cn1c(=O)c2c(n(C)c1=O)=NC1(CCCCC1)ON=2 | 0 | 5 | -17 | -8 | -3 | 1 | -1 | 3
Cc1ccc(C(C(=O)NC2CCCCC2)N(C(=O)Cc2c[nH]c3ccccc23)c2ccccc2C)o1 (stereo not drawn) | -4 | -2 | -15 | 0 | 9 | 17 | -6 | -3
O=C(C[C@@H]1C/C=C/CCCC(=O)O[C@H](c2ccccc2)CNC1=O)N[C@H](CO)Cc1ccccc1 | -11 | -12 | 6 | 8 | 11 | -13 | 24 | 3
O=C(O)COCC(=O)NCc1nc(-c2ccc(C(F)(F)F)cc2)no1 | 0 | -1 | 9 | 23 | 6 | -1 | 0 | -2
Cc1cccc(NC(=O)NCc2ccc3[nH]c(C)cc3c2)c1 | 1 | -9 | 4 | -62 | -8 | 1 | 4 | -3
COc1cc(/C=C/C(=O)N[C@@H](Cc2c[nH]c3ccccc23)C(=O)O)ccc1O | 0 | -1 | 5 | 5 | -23 | -12 | -1 | 0
CC(C)(C)c1ccc(C(=O)N2CCN(CCNC(=O)C(=O)Nc3ccc(F)cc3)CC2)cc1 | -5 | 2 | 23 | -7 | 14 | -2 | 2 | 3
CSc1cccc(NC(=O)N2CCN(C)CC2)c1 | 2 | -5 | -14 | -15 | -5 | 7 | 8 | -2
CCOc1ccc(CCN2CN(C3CCCCC3)CNC2=S)cc1OCC | -2 | -2 | 7 | 15 | -1 | -1 | -5 | -5
CCN=C(NS(=O)(=O)c1ccc(Br)cc1)c1ccc(Cl)cc1 | 4 | 0 | 19 | 3 | -2 | 2 | 3 | -3
Cc1ccc(NC(=O)CCCCCN2C(=O)[C@@H]3Cc4ccccc4CN3C2=O)cc1 | -5 | 6 | 0 | 6 | -24 | -5 | 12 | -3
CC(/C=C/c1ccccc1)=N\NC(=O)c1cc(C)nc2ccccc12 | 9 | -4 | 15 | -2 | 5 | -4 | -13 | 1
CCC1=NN(C(=O)CCc2ccccc2O)C(O)(C(F)(F)F)C1 (stereo not drawn) | 7 | 4 | -6 | 1 | -1 | 1 | 7 | -3
OC(COc1ccc2ccccc2c1Br)Cn1cnc(-c2ccccc2)c1 (stereo not drawn) | -8 | -33 | -16 | 6 | 4 | 8 | -4 | 5
COc1ccc(-c2cc(C(F)(F)F)nc(SCC(=O)NCc3cccs3)n2)cc1OC | 11 | -5 | 10 | 6 | 15 | 1 | 18 | -3
Cc1ccc(F)c(C2C3C=CCC(c4cccc(-c5ccc(N(C)C)cc5)c4)C3C(=O)N2Cc2ccccc2)c1 (stereo not drawn) | -3 | 1 | 15 | 13 | 32 | 8 | -18 | -8
CCN(CC)C(=O)[C@H]1C[C@H](CC(=O)NC(C)(C)C)C(=O)N2CCc3c([nH]c4cc(CCC(=O)N(C)C)ccc34)[C@]12C | -5 | -1 | 20 | / | -5 | 0 | / | /
O=S(=O)(c1cccc(-c2cn3cccnc3n2)c1)N1CCOCC1 | -14 | 22 | -12 | 3 | 5 | 10 | 31 | -1
CCN1CCN(C(=O)COCc2cc(-c3ccc4c(c3)OCO4)on2)CC1 | 2 | -8 | -10 | 18 | -13 | -3 | -7 | -1
CC(Oc1ccc2c(-c3ccccc3)cc(=O)oc2c1)C(=O)NC(Cc1c[nH]c2ccc(O)cc12)C(=O)O (stereo not drawn) | -8 | 0 | -2 | -12 | -18 | 0 | -20 | -2
Cc1cc(C)c2[nH]c(=O)c(CN(CC3CCCO3)C(=S)NCc3ccco3)cc2c1 (stereo not drawn) | 12 | -12 | -3 | 1 | 10 | -9 | 4 | -1
COC(=O)c1ccccc1S(=O)(=O)N1CCC(C(=O)OC(C)C(=O)NC(N)=O)CC1 (stereo not drawn) | 0 | -1 | 13 | 0 | -2 | -27 | 5 | -1
Cc1cc(C)c2c(n1)nn1c(C3CC3)cc(C(F)(F)F)nc21 | -1 | -2 | 0 | 14 | -8 | -9 | 22 | -2
COCCNC(=S)N1CCc2cc(OC)c(OC)cc2C1c1cccs1 (stereo not drawn) | 2 | -11 | 8 | 12 | 19 | 8 | 14 | -5
O=c1[nH]c(-c2ccccc2Cl)nc2c1sc(=S)n2-c1ccccc1 | -6 | 3 | -2 | 15 | -7 | -18 | -7 | 0
Clc1ccc(/C=N/NC(=Nc2ccccc2)c2ccccn2)c(Cl)c1 | -3 | 5 | 16 | -4 | -19 | -18 | -7 | -5
CCOC(=O)N1CCN(C(=O)c2ccc(N(C)S(=O)(=O)c3ccc(C)cc3)cc2)CC1 | -8 | -10 | 9 | -16 | 37 | 2 | -4 | 2
COc1ccccc1NC(=O)CN1CC(=O)Nc2ccccc21 | 2 | -5 | 5 | -16 | 0 | 0 | -10 | 0

Single values from the results shown:
Entry for CCN(CC)C(=O)[C@H]1C[C@H](CC(=O)NC(C)(C)C)C(=O)N2CCc3c([nH]c4cc(CCC(=O)N(C)C)ccc34)[C@]12C under Gli-Sufu antag: -5
Entry for COc1ccccc1NC(=O)CN1CC(=O)Nc2ccccc21 under CCR6 antag: 5

The listing continues:
SMILES | CXCR6 block | ATG4B inh | CCR6 antag | APJ antagonist | Gli-Sufu antag | EBI2 block | UBC13 inh | APJ ag
Cn1nnnc1SCC(=O)Nc1ccc2c(c1)OCCO2 | -10 | -5 | 3 | 4 | -54 | -4 | -2 | -1
Cc1ccc(S(=O)(=O)Nc2nnc(C3CCCCC3)s2)cc1 | -8 | 2 | 8 | -7 | 21 | -3 | -1 | -3
CCN(c1ccccc1)S(=O)(=O)c1ccc(OC)c(NS(=O)(=O)c2cccs2)c1 | 8 | -4 | 4 | 22 | 4 | -17 | -11 | -5
COc1ccc(N(CC(=O)Nc2ccccc2OC)S(=O)(=O)c2ccc(OC)c(OC)c2)cc1 | 6 | -12 | 17 | -4 | 3 | 20 | 4 | -4
Cc1ccc(C2/C(=C(\O)c3ccc4c(c3)OCCO4)C(=O)C(=O)N2Cc2cccnc2)cc1 (stereo not drawn) | 1 | -10 | 8 | -39 | 13 | -7 | -21 | 5
C[C@@H]1CN([C@H](C)CO)C(=O)Cc2cc(NC(=O)CCC(F)(F)F)ccc2O[C@@H]1CN(C)C(=O)Nc1ccccc1 | 2 | -2 | 17 | 1 | 0 | -10 | -19 | -4
Cc1cccnc1NC(=O)c1ccc2nc(N)sc2c1 | 5 | 1 | 4 | -5 | -23 | 13 | -4 | -2
Cc1[nH]nc2c1C(c1ccsc1)C(C#N)=C(N)O2 (stereo not drawn) | -3 | -1 | 1 | 12 | 19 | 9 | -4 | -3
Cc1cccc(NC(=O)CNC(=O)CSc2ncccn2)c1C | 3 | -4 | 3 | -1 | -1 | -3 | 6 | -4
C/C(CC(=O)Nc1ccc(C)c(Cl)c1)=N\NC(=O)c1ccncc1 | 0 | 8 | 17 | / | -15 | 1 | / | /
CC(OC(=O)C1CCN(c2ccc(C(F)(F)F)cn2)CC1)C(=O)Nc1ccc(S(N)(=O)=O)cc1 (stereo not drawn) | 4 | -15 | -6 | 0 | -6 | -11 | 9 | 7
CC(OC(=O)CNC(=O)c1cccc(F)c1)C(=O)NC1CCCCC1C (stereo not drawn) | 6 | 0 | 6 | -3 | -1 | 8 | -9 | -2
CCN(CC)S(=O)(=O)c1ccc2c(c1)N(CC(=O)N(CCc1ccncc1)C(C)C)C(=O)CO2 | -9 | -9 | 0 | -11 | 14 | 5 | -7 | -3
Cc1ccc(NC(=O)CCS(=O)(=O)c2cc3c(cc2Cl)NC(=O)CO3)cc1 | -6 | -6 | -4 | 8 | -4 | 3 | 5 | -1
CCCS(=O)(=O)N1CCCC(C(=O)NCCN2CCOCC2)C1 (stereo not drawn) | 0 | 1 | 9 | -6 | 10 | -1 | 3 | -3
Cc1ccc(S(=O)(=O)N2CCOCC2)cc1NC(=O)COC(=O)c1cnccn1 | 4 | -10 | 0 | -3 | 3 | -7 | 2 | 0
N#Cc1c(NC(=O)C2CC(c3ccccc3O)=NO2)sc2c1CCC2 (stereo not drawn) | -14 | 3 | 19 | 9 | -9 | 0 | 1 | -2
